# PGK inhibitor: blocks T. brucei phosphoglycerate kinase. P07378. PGK/GAPDH coupled, Kinase-Glo luminescence, 60 min. Potency, µM (titrated, usually from 57.5 µM), without a hit: at the top dose activity change, negative = inhibition, usual class: inhibitors. 380,000 compounds, 0.043% hits. AID 602233; note: % is set by controls: 0 for no effect and ±100 for the full control effect; nearly all actives have a fitted effect of over 60% in size
#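 Recombinant glycosomal PGK reaction used 1,3-bisphosphoglycerate generated in-well by GAPDH (100nM final) in 100mM TEA pH 7.6, 5mM MgCl2, 0.01% Tween-20. After 60 minutes at room temperature, ATP was read by Kinase-Glo Plus luminescence end-point.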
# Pin1 inh: inhibitors of human Pin1; Q13526; Pin1 FP peptide displacement, HiFluor488, 10 min; Potency, µM (highest dose often 115 µM), for inactives: at the highest dose activity, negative = inhibition, most hits filed as inhibitors; 390,000 compounds, 0.009% hits; AID 504891; active = well fitted inhibition curve with a large enough effect in the polarisation, with a control signal flat, not every such curve was filed as active; inconclusive = small, poorly fitted or top-dose-only effect, or effect the other way, or a change in a side signal; inactive = no such curve, though single readings can be large or run the other way; the % refers to the polarisation; note: % is set by controls: 0 for no effect and ±100 for the full control effect
# RGS4 inhibitor: inhibitors of human regulator of G protein signaling 4. Potency, µM (series often up to 114 µM), inactives show at the top dose activity change, negative = inhibition, usual class: inhibitors. Transcreener GDP fluorescence polarization, RGS4-accelerated GTP hydrolysis. 390,000 compounds, 0.039% hits; note: % is set by controls: 0 for no effect and ±100 for the full control effect; nearly all actives have a fitted effect of over 75% in size; some results filed as inactive show a strong effect at the top dose
# Target sequence (P49798 whole entry, looked up): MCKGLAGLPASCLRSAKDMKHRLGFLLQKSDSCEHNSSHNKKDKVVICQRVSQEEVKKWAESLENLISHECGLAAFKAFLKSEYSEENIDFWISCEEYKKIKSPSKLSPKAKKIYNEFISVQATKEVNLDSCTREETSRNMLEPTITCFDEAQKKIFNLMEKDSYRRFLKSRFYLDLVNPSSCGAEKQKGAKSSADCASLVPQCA
#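 MLSMR compounds (23 nl, pin-transferred) preincubated 10 min at room temperature with a 500nM (2x) first reagent, then RGS4 at 900nM (2x) plus Transcreener GDP mix added; fluorescence polarization (620/688 nm) read before and after 90 min at 30 °C.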
# rTrxR1 inhibitor: blocks rat thioredoxin reductase 1; O89049; Potency, µM (series often up to 114 µM), inactives show at the highest dose activity change, negative = inhibition, hits mostly inhibitors; 390,000 compounds, 1% hits; recombinant rTrxR1, NADPH fluorescence consumption, selenite substrate; note: % is set by controls: 0 for no effect and ±100 for the full control effect; nearly all actives have a fitted effect of over 65% in size
#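 Rat TrxR1 (90 nM in the dispensed reagent) was pre-reduced with 400 uM NADPH for 5 min at room temperature, then incubated with compound for 15 min. After 400 uM selenite was added, NADPH fluorescence (Ex 340/Em 450 nm) was followed for 8 min.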
# GLS inhibitor: blocks human kidney-isoform glutaminase activity | O94925 | GLS enzymatic activity, qHTS titration | Potency, µM (series often up to 45.5 µM), inactives show top-dose activity change, negative = inhibition, most hits filed as inhibitors | 410,000 compounds, 0.21% hits | AID 624170; note: % is set by controls: 0 for no effect and ±100 for the full control effect
#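 Glutamate formation by hKGA was monitored fluorometrically using coupled glutamate oxidase, HRP and Amplex Red. Substrate was added as 1 mM L-glutamine solution; incubation was 30 min at RT after an initial read.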
# JMJD2A Tudor inh: JMJD2A Tudor domain (human) inhibition. O75164. AlphaScreen JMJD2A-Tudor / H3K4me3 peptide binding. Potency, µM (highest dose often 114 µM), without a hit: at the highest dose activity change, negative = inhibition, usual class: inhibitors. 390,000 compounds, 4.4% hits; note: % is set by controls: 0 for no effect and ±100 for the full control effect; nearly all actives have a fitted effect of over 50% in size
# HP1b binding inh: blocks HP1-beta chromodomain binding to methylated histone tails; P83916; AlphaScreen HP1-beta / biotin-H3K9me3 peptide binding; Potency, µM (highest dose often 114 µM), inactives show at the highest dose activity change, negative = inhibition, usual class: inhibitors; 390,000 compounds, 0.56% hits; AID 540317; note: nearly all actives have a fitted effect of over 70% in size; inactives centre near 23
# Target sequence (P83916 whole entry, looked up): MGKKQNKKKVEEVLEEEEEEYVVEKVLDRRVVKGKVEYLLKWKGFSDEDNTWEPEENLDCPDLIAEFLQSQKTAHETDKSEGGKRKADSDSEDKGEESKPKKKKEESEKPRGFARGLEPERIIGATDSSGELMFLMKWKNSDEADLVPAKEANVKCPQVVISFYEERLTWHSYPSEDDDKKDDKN
#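 Compound inhibition of the preformed complex between 50 nM HP1-beta and 50 nM biotinylated H3K9me3 peptide was read by AlphaScreen. Buffer was PBS pH 7.4 with 0.01% Tween-20. Incubations ran 30 min at room temperature, with 10 ug/mL donor/acceptor beads.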
# ERG Ets-DNA blk: inhibitors of human ERG Ets domain-DNA interaction; P11308; fluorescence polarization, His-ERG Ets domain / labelled DNA; Potency, µM (series often up to 76.9 µM), for inactives: at the highest dose FP activity, negative = inhibition, actives largely listed as inhibitors; 370,000 compounds, 0.028% hits; AID 624246; active = well fitted inhibition curve with a large enough effect in the polarisation, with a control signal flat; inconclusive = small, poorly fitted or top-dose-only effect, or effect the other way, or a change in a side signal; inactive = no such curve, though single readings can be large or run the other way; the % refers to the polarisation;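 note: polarization taken with two DNA probes labelled with fluorescein and Texas red; % of control where 0% means no effect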
#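 His-tagged ERG Ets domain (1 uM in the protein solution; 300mM KCl, 50mM Tris-HCl, 1mM EDTA, 1mM DTT, pH 7.5) received compound, then a probe mix of 5 nM fluorescein-DNA and 100nM Texas-615-DNA. Fluorescence polarization was read for both dyes.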
# ALOX12 inh: blocks human arachidonate 12S-lipoxygenase; P18054; purified 12hLO, xylenol orange hydroperoxide absorbance; Potency, µM (highest dose often 108 µM), without a hit: at the highest dose activity change, negative = inhibition, usual class: inhibitors; 580,000 compounds, 1.1% hits; note: % is set by controls: 0 for no effect and ±100 for the full control effect
# Target sequence (P18054 whole entry, looked up): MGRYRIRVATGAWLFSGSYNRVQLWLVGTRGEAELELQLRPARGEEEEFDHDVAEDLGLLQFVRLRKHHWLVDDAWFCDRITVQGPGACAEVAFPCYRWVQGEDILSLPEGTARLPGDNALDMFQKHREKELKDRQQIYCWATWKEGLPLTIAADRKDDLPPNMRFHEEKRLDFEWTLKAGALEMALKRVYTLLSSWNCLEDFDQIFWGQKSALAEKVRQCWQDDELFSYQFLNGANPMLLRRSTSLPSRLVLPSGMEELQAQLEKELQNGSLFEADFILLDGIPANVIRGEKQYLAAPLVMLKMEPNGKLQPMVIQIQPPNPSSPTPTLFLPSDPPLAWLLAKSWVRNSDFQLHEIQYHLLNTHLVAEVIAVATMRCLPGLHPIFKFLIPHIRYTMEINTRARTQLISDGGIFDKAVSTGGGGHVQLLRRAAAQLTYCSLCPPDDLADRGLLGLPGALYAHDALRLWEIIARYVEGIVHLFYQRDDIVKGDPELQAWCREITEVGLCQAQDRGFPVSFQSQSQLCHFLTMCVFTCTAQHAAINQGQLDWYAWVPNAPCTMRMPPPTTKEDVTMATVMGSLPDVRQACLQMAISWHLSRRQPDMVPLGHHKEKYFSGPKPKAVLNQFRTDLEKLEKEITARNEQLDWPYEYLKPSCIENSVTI
#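 Hydroperoxide product was detected by ferrous iron/xylenol orange as the 573 to 405 nm absorbance ratio. Arachidonic acid at 40 uM (final) was turned over for 30 min at room temperature by 150 nM human 12hLO, pH 7.0 Hepes buffer, after 15 min compound preincubation.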
# Numbers without * were called inactive; i = inactive; ? = inconclusive; / = no result given; & = joins results of further samples; [ ] = another dose, or the depositor's remark. Unless noted, calls come from the whole dose curve; as a rule, active = well fitted curve in the direction sought with a large enough effect; inconclusive = small, poorly fitted or top-dose-only effect, or another doubt; inactive = no such curve, though single readings can be large; an effect the other way counts as inactive or inconclusive. Potency is the fitted concentration of half-maximal effect. This is a subset, so the mix of outcomes need not match the whole.
JMJD2A Tudor inh	rTrxR1 inhibitor	SMILES	ALOX12 inh	ERG Ets-DNA blk	PGK inhibitor	RGS4 inhibitor	GLS inhibitor	Pin1 inh	HP1b binding inh
?	5.4%	O=C(COc1ccccc1)N1CCN(c2ccc([N+](=O)[O-])c(N3CCCCC3)c2)CC1	15.5%	/	-3.7%[11.5 µM]	-27.7%	3.9%	-0.1%	-24.2%
-2.9%	-4.4%[57.1 µM]	CC(C)c1nnc(NC(=O)C2CCCO2)s1 (configuration not stated)	-3.9%	-10.3%	i	1.6%	-0.4%	-8.9%	1.5%
-8.3%	7.3%	CC(=O)N1CCN(C(=O)COc2ccc3oc4c(c3c2)CCCC4)CC1	-10.3%	-3.9%	4.1%	-6.8%	5.1%	-3.5%	28.0%
-26.0%	-5.9%	CC(=O)N1c2ccc(S(=O)(=O)NCC3CCC(C(=O)NCc4ccc(C)o4)CC3)cc2CC1C (configuration not stated)	-5.6%	2.6%	-8.5%	12.5%[11.4 µM]	4.4%	-4.3%	48.5%[activator]
3.1%[57.1 µM]	?	COc1ccc(NC(=O)Cn2c(-c3ccc(OC)cc3)cn(-c3ccc(C)cc3)c2=O)cc1	/	0.1%	-0.4%	5.6%[11.4 µM]	5.4%	69.1%[activator]	-8.8%
-31.7%	28.3%[2.29 µM]	COC(=O)c1ccc(Nc2cc(C)nc3ccc(C)cc23)cc1	15.1%&-5.5%	-8.6%	-8.5%	32.2%	-1.5%	-1.0%	7.1%
-20.0%	8.3%	CCN(CC)CCCNC(=O)c1sc2ncn(CC(=O)Nc3ccc(C)c(Cl)c3)c(=O)c2c1C	-21.0%	2.2%	6.1%	-3.7%	3.3%	?	30.8%
-11.9%	17.0%	Nc1nnc(SCc2ccc(F)cc2)n1-c1ccccc1	0.0%	-0.1%	2.8%	-13.6%	0.8%	-0.1%	23.6%
?	12.9%	COC(=O)/C(C#N)=C/c1c(N2CCN(c3ccccc3)CC2)nc2c(C)cccn2c1=O	9.9%	16.5%	i	-12.6%	1.9%	?	4.3%
-18.5%	12.7%[57.1 µM]	COc1ccc(S(=O)(=O)Nc2ccc3c(c2)CCCN3S(=O)(=O)c2ccc(C)cc2)cc1F	0.7%	1.3%	12.1%	-0.7%	2.7%	8.7%	11.9%
6.7%	18.5%	COC(=O)C1CCN(C(=O)COC(=O)C2CCN(S(=O)(=O)c3ccc4c(c3)OCCO4)CC2)CC1	?	-12.0%	-6.8%	16.5%	-13.6%	-1.5%	27.9%
64.3%[activator]	6.3%	O=C(Nc1ccccc1Cl)OC1CCCCC1	11.3%	-6.9%	-7.8%	-25.1%	32.1%	-9.0%	80.3%[activator]
50.1µM*	3.6%	O=C(CCn1nnc2ccccc21)N1CCC(O)(c2cccc(F)c2)CC1	0.0%[57.4 µM]	-6.1%	8.8%	?	14.9%	-2.5%	-11.2%
-11.4%	7.6%	O=C(COc1ccccc1-c1ccccc1)N/N=C/c1cccc2ccccc12	-15.9%	0.8%	-0.5%	-5.3%	1.0%	13.8%	12.5%
-18.9%	1.2%	CCN1CCN(c2ccc(S(=O)(=O)N3CCCCC3)cc2NC(=O)CCNC(C)=O)CC1	8.2%	15.7%	-3.9%	17.4%	8.5%	-2.4%	7.8%
-32.4%	9.8%[57.1 µM]	COc1ccc(C(=O)NCCn2cc(SCC(=O)Nc3ccc(C)cc3)c3ccccc32)cc1	-21.4%	-2.2%	-7.7%	13.2%	1.6%	19.4%	49.8%[activator]
-1.4%	13.7%	CN(Cc1ccccc1)S(=O)(=O)c1ccc(Cl)c(C(=O)NCc2ccncc2)c1	-12.5%	-3.7%	i	-9.3%	-1.3%	4.4%	34.4%
-6.8%	-17.5%	CCN(CC)C(=O)c1ccc(COc2ccccc2Br)o1	16.8%	-7.4%	2.6%	-17.2%	14.6%	-10.0%	18.5%
?	16.3%	COc1ccc2[nH]cc(CCNC(=O)c3cnn(-c4ccc(C)cc4)c3C3CCN(C(=O)OC(C)(C)C)CC3)c2c1	-6.3%	-0.4%	-1.4%	6.0%	4.4%	29.2%	4.9%
9.5%	31.6%	CCOC(=O)c1oc2nc(CC(C)C)c3c(c2c1N)CCCC3	154.3%[activator]	-1.1%	-9.9%	-11.6%	0.5%	-8.3%	50.0%[activator]

# An excerpt from above, reduced to PGK inhibitor, ALOX12 inh and ERG Ets-DNA blk:
Structure	PGK inhibitor	ALOX12 inh	ERG Ets-DNA blk
O=C(COc1ccccc1-c1ccccc1)N/N=C/c1cccc2ccccc12	-0.5%	-15.9%	0.8%
CCN1CCN(c2ccc(S(=O)(=O)N3CCCCC3)cc2NC(=O)CCNC(C)=O)CC1	-3.9%	8.2%	15.7%

# Continued.
JMJD2A Tudor inh	rTrxR1 inhibitor	SMILES	ALOX12 inh	ERG Ets-DNA blk	PGK inhibitor	RGS4 inhibitor	GLS inhibitor	Pin1 inh	HP1b binding inh
-17.9%	4.3%	Cc1ccc(NC(=O)c2ccc(OC(=O)CCN3C(=O)c4ccccc4C3=O)cc2)cc1	117.1%[activator][57.4 µM]	-4.8%	-9.8%	-19.3%	-1.4%	16.8%	6.1%
-2.0%	32.1%	CCN(CC(=O)Nc1c(F)cccc1F)C(=O)CCCc1cccs1	11.4%	3.4%	-2.6%	12.1%	-0.9%	-3.7%	19.1%
-12.7%	5.9%	O=C(COc1ccc(Cl)cc1Br)OCC(=O)c1ccc[nH]1	447.3%&17.4%[activator]	10.5%	-7.9%	-0.6%	1.1%	-2.3%	27.7%
-3.4%	1.5%	CCOc1ccc(CCNC(=O)COC(=O)COc2ccc(C(=O)CC)cc2)cc1OCC	7.6%	-9.8%	6.2%	-5.6%	5.7%	-1.6%	22.0%
-10.5%	15.1%[57.1 µM]	COCC(C)NC(=O)CSc1nnc(-c2cccc(S(=O)(=O)N3CCCCC3)c2)o1 (configuration not stated)	3.3%	-0.9%	-0.9%	15.3%	2.2%	3.8%	12.4%
-13.9%	-7.7%[57.1 µM]	Cc1cccc(NC(=O)c2ccc(COc3cccc4ccccc34)o2)n1	-28.9%	1.0%	-3.5%	-0.8%	-2.3%	34.3%[activator]	23.0%
-1.7%	12.4%	COc1ccc(C(=O)C2CCCN(Cc3ccc(NC(C)=O)cc3)C2)cc1OC (configuration not stated)	24.1%	-29.8%	i	-2.4%	-7.7%	0.5%	30.8%
25.1µM*	12.6%[57.1 µM]	O=C(c1cc(-c2ccc(Cl)cc2)on1)N1CCCCCC1	0.0%	0.0%	1.4%	?	?	-18.4%	5.2%
-7.4%	12.3%[57.1 µM]	Cn1c(=O)c2c(nc(NCCNC(=O)c3ccco3)n2Cc2ccc(F)cc2)n(C)c1=O	4.5%	4.5%	6.2%	-7.7%	5.4%	1.5%	23.0%
-5.2%	13.2%[57.1 µM]	CC(=O)NC1CC(=O)N(c2ccc3c(c2)OCCO3)C1 (configuration not stated)	-13.1%	0.2%	-3.2%	-0.3%	-7.0%	2.4%	25.1%
1.3%	-0.6%	COc1ccc(C2=NCN(c3ccc(C)cc3)C(=S)N2)cc1	0.0%	1.7%	7.2%	7.5%	17.3%	1.3%	35.9%
-0.8%	27.5%	CN1CCN(CCc2nc3cc(NC(=O)COc4ccc([N+](=O)[O-])cc4)ccc3n2C)CC1	21.4%	3.0%	-3.5%	-0.4%	0.2%	-8.3%	43.1%[activator]
?	-1.3%[57.1 µM]	N#CCC(=O)Nc1ccc(C(=O)OCC(=O)NNC(=O)c2ccc(Cl)cc2)cc1	-2.5%	13.4%	-5.6%	-18.5%	-13.6%	?	73.8%[activator]
-9.2%	30.4%	COc1cc(NC(=O)COC(=O)CNC(=O)c2ccc(C)cc2)c(C)cc1[N+](=O)[O-]	-0.8%	-6.5%	-1.0%	-4.7%	-10.4%	-5.3%	42.6%[activator]
-19.3%	-2.3%	O=C(NCCC1=CCCCC1)C1CCN(S(=O)(=O)c2cccc3cccnc23)CC1	-21.5%	1.0%	-5.8%	7.8%	-4.0%	-3.9%	33.3%
-27.6%	2.6%	COc1ccc(NS(=O)(=O)c2ccc(N3CCOCC3)c(NC(=O)c3ccccc3Cl)c2)cc1	-5.1%	/	-0.9%	-11.5%	4.2%	-0.6%	-1.2%
2.8%	16.2%[0.0914 µM]	Cc1cc(NC(=O)COC(=O)C2CC(=O)N(c3ccc(C)c(Cl)c3)C2)no1 (configuration not stated)	0.8%	-2.1%	-8.5%	-17.3%	-3.4%	-1.7%	34.1%
?	8.2%	COc1cc(-c2cc(C(=O)N3CCN(c4ccccn4)CC3)c3ccccc3n2)cc(OC)c1OC	0.0%	1.0%	i	-32.0%	-2.0%	17.7%	-6.5%
-34.2%[11.4 µM]	-6.6%[57.1 µM]	COc1ccc(/C=c2\sc3nc(-c4ccccc4)c(-c4ccccc4)n3c2=O)cc1OC	0.0%	-16.1%	-8.8%	-11.4%[11.4 µM]	-18.5%	?	12.9%
-2.8%	36.8%[activator]	CCC(=O)Nc1sc(C(=O)Nc2ccccc2OC)c(C)c1C(=O)OC	-3.3%	2.5%	-0.4%	0.3%	-0.2%	8.6%	23.6%
1.5%	15.6%[57.1 µM]	CC(=O)Nc1ccc(SCC(=O)N(CCC#N)c2cc(C)cc(C)c2)cc1	0.0%	-3.0%	-5.4%	20.7%	0.4%	2.4%	69.3%[activator]
20µM*	-15.7%	COc1ccc(CN2CCNC(=O)C2CC(=O)NC2CCCC2)c(C)c1C (configuration not stated)	-7.8%	-6.4%	7.9%	-67.4%[56.9 µM]	?	0.3%	11.8%

# Assay outcomes from PubChem BioAssay.
